dFosB activator = mouse delta FosB homodimer activation; purified delta FosB, TAMRA-CDK5 oligo fluorescence polarization; percent of positive-control signal above neutral wells; activation, % at 25 µM; hit rate 0.99% among 340,000; AID 493131;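 active means mean activation above about 17%, with every replicate also reaching it, limit read from the data, passing the limit was not always enough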;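 further: fluorescence polarization rise as delta FosB binds a TAMRA Cdk5 AP-1 oligo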
V-ATPase pH = yeast V-ATPase proton transport regulation by pHLuorin; S. cerevisiae, pHLuorin cytosolic pH fluorescence; response, % at 10 µM; hit rate 0.37% among 350,000; AID 504577; in the data active means response mostly above about 7.3%, no sharp cut-off; inactive means mostly below about 5.4%; further: actives read high; inactives centre near 0; some compounds called inactive have numbers as strong as hits; reference of the scale not given here
MITF TRPM1 HTS = activators of MITF-driven TRPM1 promoter activity in SK-MEL-5 cells. SK-MEL-5 TRPM1-promoter luciferase, 24 h; % of positive control, neutral wells = 0. activation, % at 12.5 µM. hit rate 0.75% among 300,000. AID 588334;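 active means mean activation of at least 80% with every replicate also reaching 80%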;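 further: 0% = neutral control wells and 100% = parthenolide positive control wells; values of inactives mirror those of a sister screen read the other way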
HTR5A inv ag = HTR5A inverse agonism, opioid heterodimer counter-screen; P47898; HTR5A cell line, luminescence; inhibition, % at 9.3 µM; hit rate 0.083% among 340,000; AID 504634; in the data active means inhibition mostly above about 23%, no sharp cut-off; inactive means mostly below about 18%;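 further: 0% = cells with DMSO and 100% = no-cell wells with DMSO; some compounds called inactive have numbers as strong as hits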
Wnt bcat act = activators of Wnt/beta-catenin signaling. Wnt/beta-catenin reporter cell assay, activator, plate reader. hit rate 1.2% among 300,000. activation, % at 9.35 µM; in the data active means activation above about 30%, passing the limit was not always enough;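 further: 0% = neutral control wells and 100% = positive control wells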
NSD2 inh = NSD2 (human) methyltransferase inhibition; hit rate 0.54% among 310,000; inhibition, % at 12.5 µM; O96028; NSD2 peptide methylation, AlphaScreen, 120 min; in the data active means inhibition above about 50%
Target sequence (O96028 whole entry, looked up): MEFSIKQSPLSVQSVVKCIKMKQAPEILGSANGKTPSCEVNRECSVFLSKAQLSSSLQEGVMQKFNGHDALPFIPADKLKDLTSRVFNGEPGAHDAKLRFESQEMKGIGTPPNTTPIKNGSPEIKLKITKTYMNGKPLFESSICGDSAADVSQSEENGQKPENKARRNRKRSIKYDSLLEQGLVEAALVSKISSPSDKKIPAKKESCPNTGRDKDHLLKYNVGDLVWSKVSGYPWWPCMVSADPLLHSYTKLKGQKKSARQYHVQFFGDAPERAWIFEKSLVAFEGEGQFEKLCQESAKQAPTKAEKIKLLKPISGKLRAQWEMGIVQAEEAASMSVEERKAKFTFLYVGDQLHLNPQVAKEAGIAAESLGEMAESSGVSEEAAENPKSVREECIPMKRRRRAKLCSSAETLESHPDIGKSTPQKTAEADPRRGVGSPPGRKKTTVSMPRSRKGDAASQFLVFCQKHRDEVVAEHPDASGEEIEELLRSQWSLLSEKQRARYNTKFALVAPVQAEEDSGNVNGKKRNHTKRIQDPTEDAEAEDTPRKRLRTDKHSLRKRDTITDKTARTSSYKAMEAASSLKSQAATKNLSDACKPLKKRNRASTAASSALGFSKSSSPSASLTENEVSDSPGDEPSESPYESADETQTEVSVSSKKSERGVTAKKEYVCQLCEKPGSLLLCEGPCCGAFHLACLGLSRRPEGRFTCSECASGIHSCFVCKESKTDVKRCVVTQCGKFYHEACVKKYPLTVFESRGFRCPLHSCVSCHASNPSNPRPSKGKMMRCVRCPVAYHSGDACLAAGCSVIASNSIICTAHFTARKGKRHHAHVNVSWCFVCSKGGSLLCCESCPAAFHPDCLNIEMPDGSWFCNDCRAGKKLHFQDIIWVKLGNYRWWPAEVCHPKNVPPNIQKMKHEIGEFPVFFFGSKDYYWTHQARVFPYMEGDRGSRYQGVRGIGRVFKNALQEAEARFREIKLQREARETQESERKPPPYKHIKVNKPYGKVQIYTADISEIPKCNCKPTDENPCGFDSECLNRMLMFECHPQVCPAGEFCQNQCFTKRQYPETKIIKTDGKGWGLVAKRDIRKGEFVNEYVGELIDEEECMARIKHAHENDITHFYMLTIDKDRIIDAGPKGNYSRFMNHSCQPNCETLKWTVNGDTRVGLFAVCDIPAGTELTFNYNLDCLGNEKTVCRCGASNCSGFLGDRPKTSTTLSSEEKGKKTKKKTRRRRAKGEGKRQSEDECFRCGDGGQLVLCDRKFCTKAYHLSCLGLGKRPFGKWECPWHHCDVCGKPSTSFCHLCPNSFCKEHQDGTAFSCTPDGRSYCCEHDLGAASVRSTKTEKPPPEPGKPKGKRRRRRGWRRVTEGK
PvdQ acylase = P. aeruginosa PvdQ acylase inhibition. inhibition, % at 10 µM. hit rate 0.063% among 340,000. purified PvdQ acylase, fluorescence plate reader; in the data active means inhibition above about 30%, passing the limit was not always enough;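 further: 0% = vehicle neutral wells and 100% = reference inhibitor wells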
CDK5 p35 inh = inhibitors of human CDK5/p35 kinase; Q00535+Q15078; Recombinant CDK5/p35, ADP-Glo luminescence, 60 min; inhibition, % at 10 µM; hit rate 0.01% among 330,000; AID 488839;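 active means highest replicate inhibition of at least 50% and at least 75% of replicates reaching 50%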;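 further: plate controls were DMSO neutral control for no effect and GW8510 at 10 µM for full effect; many of its hits are not listed in these tables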
HTR5A ag = counter-screen for OPRM1-OPRD1 agonists: human HTR5A agonism; P47898; HTR5A agonist assay, luminescence, cell-based; activation, % at 9.3 µM; hit rate 0.61% among 340,000; in the data active means activation mostly above about 9.5%, no sharp cut-off; inactive means mostly below about 7.6%;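 further: 0% = cells with vehicle only and 100% = reference agonist; strong numbers were not always called active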
SR-BI HDL uptake = mouse SR-BI HDL lipid transfer inhibition | ldlA[mSR-BI] CHO cells, DiI-HDL uptake fluorescence, 3 h | inhibition, % at 12.5 µM | hit rate 0.96% among 320,000;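 active means mean replicate inhibition of at least 70% and a set share of replicates each scoring 70 or more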;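 further: 0% = median of neutral control wells and 100% = median of positive control wells; values of inactives mirror those of a sister screen read the other way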
* = called active by the depositor; . = not tested or not shown.

SMILES	dFosB activator	V-ATPase pH	MITF TRPM1 HTS	HTR5A inv ag	Wnt bcat act	NSD2 inh	PvdQ acylase	CDK5 p35 inh	HTR5A ag	SR-BI HDL uptake
Cc1ccccc1C(=O)N1CCC(C(=O)Nc2ccc(S(=O)(=O)N3CCCC3)cc2)CC1	-3	-1	-15	-11	.	-1	-16	0.9	1	10
N#Cc1cc(C(=O)c2cc(Cl)ccc2O)cn(CC2CCCO2)c1=O (centres undefined)	-1	-2	-2	32	.	-4	-2	-2.6	-6	.
Cc1ccccc1OCC(=O)NNC(=O)c1ccc(-c2ccccc2)cc1	-12	-1	-2	-1	-1	1	7	-0.4	1	12
CCOC(=O)c1cccc(NC(=O)c2cnc3ccccc3n2)c1	-3	1	28	-34	-4	0	-22	-0.1	-1	18
CCCn1nc2cc(C(=O)NCC34CC5CC(CC(C5)C3)C4)ccc2c1OCC	-3	3	3	-45	-5	.	-13	1.3	10	36
COc1ccc(CNC(=O)CN(C(=O)c2csnn2)c2ccccc2F)cc1	0	-2	-14	4	0	-4	1	-0.2	-1	-7
COc1ccc(C(=O)COC(=O)CCN2C(=O)C3CC=CCC3C2=O)c(OC)c1 (centres undefined)	-10	5	15	-13	-1	-1	-4	-0.3	2	35
C/C=C/CSc1nc2c(c(=O)[nH]c(=O)n2C)n1C(C)C	1	-3	.	-6	-3	-2	-12	0.1	2	.
O=C(CSc1nnc(NC(=O)C2CCC2)s1)NC1CC1	-12	-1	6	-12	-5	-1	-10	-1.2	2	-18
O=C(CSc1nnc(NC(=O)C2CC(=O)N(c3ccccc3)C2)s1)NCC1CCCO1 (centres undefined)	-7	0	16	-19	1	-1	-17	3.2	5	4
Cc1ccc2c(c1C)NC(C)CC2C (centres undefined)	-8	-2	.	-4	.	-1	-9	-0.5	1	-5
C/C(=N\NC(=O)c1nn(C)cc1Br)c1ccc(NC(=O)c2ccncc2)cc1	-8	-3	-16	-14	-2	-2	5	0.8	5	13
CCCCN(C)C(=O)c1nc2ccccn2c1CN1CCN(C(=O)c2cccs2)CC1	-2	4	-13	2	0	2	-13	1.1	-1	-9
COc1ccc(/C=C(/NC(=O)c2ccco2)C(=O)Nc2cccc(C(=O)O)c2)cc1	1	-2	9	-5	4	2	-12	0.0	2	.
Cc1ccnc2nc(C(=O)Nc3nccs3)nn12	-7	-2	23	-2	.	0	-5	-0.9	2	7
CCCC(=O)c1c[nH]c(C(=O)NCc2cccnc2)c1	4	-3	10	3	0	2	2	1.4	-1	-15
O=C(NCC(c1ccc(F)cc1)N1CCOCC1)c1ccc(Br)o1 (centres undefined)	2	-8	-4	9	.	-4	13	-0.8	2	-8
CCOC(=O)c1ccc(NC(=O)CCc2nnc3ccc(N4CCCC4)nn23)cc1	-11	-1	-8	-24	-1	-1	1	.	6	27
CC1CCCC(NC(=O)c2cc(-c3ccncc3)nc3ccccc23)C1C (centres undefined)	0	-5	-9	-14	1	0	9	1.0	3	17
CCCCCCCC(=O)Nc1cc(C(=O)NCc2ccc(C)cc2)ccc1N1CCC2(CC1)CC(c1ccccc1)=NO2	-27	1	-5	-4	-10	.	-12	-0.9	0	10
COc1cc2[nH]c(=S)nc(Nc3ccc(NC(C)=O)cc3)c2cc1OC	-5	3	-12	3	-2	-20	-6	-2.1	-2	-14
Cc1ccc(-c2noc(CCC(=O)Nc3ccccc3C)n2)cc1	2	0	3	1	.	0	-8	-4.9	-1	20
CCc1nc2ccccc2c(=O)n1NC(=O)c1c(O)c2cccc3c2n(c1=O)CCC3	-7	-1	-1	-9	.	4	5	0.4	0	2
COc1ccc(NC(=O)c2cc(CC(C)C)on2)cc1OC	-3	3	.	-2	8	.	-11	-0.2	0	-8
COc1cccc(Oc2nccc(N(C)C)c2C#N)c1	-7	1	2	.	.	-2	-4	-0.5	.	-31
O=C(Nc1ccc2c(c1)OCCO2)c1cncc(Br)c1	5	-2	.	-14	41*	-3	-9	-1.1	5	3
CCOCCCNC(=O)c1c[nH]c2ccc(C)cc2c1=O	-12	-3	2	11	.	0	-3	0.0	0	1
Cc1cc(F)ccc1S(=O)(=O)N1CCCOC1CNC(=O)C(=O)NCCCN1CCOCC1 (centres undefined)	7	0	1	-11	-2	17	-19	-0.3	2	-22
O=c1cc(-c2ccccc2)[nH]c2[nH]n(-c3ccccc3)c(=O)c12	-3	-2	-1	-18	.	15	11	0.5	11	-6
CCCCn1c(SCC(=O)Nc2ccc(NC(C)=O)cc2)nc2ccccc2c1=O	-1	0	0	-10	0	21	-14	1.3	1	.
COc1ccc(S(=O)(=O)N2CCCCC2)cc1NC(=S)Nc1cccc(Cl)c1C	-9	0	4	-1	-8	-1	-16	0.3	0	0
CN(C)C=NC(=O)c1[nH]c2ccc(Cl)cc2c1-c1ccccc1	-9	0	-38	-15	-1	-4	-6	4.2	4	10
N/C(=N\OC(=O)N1c2ccccc2Sc2ccccc21)c1ccccc1	-9	-2	-7	-14	2	4	0	-1.3	5	31
CC(C(=O)N(C)C)N1c2cccc3cccc(c23)S1(=O)=O (centres undefined)	1	-1	-6	18	1	0	-21	-0.5	-5	-8
Nc1ncnc2c1ncn2C1O[C@H](CO)[C@@H](O)[C@@H]1O (some centres undefined)	-6	-7	-6	5	0	.	-4	1.5	-1	-21
O=C1CC(Nc2ccccc2)C(=O)N1CCc1ccccc1 (centres undefined)	1	8	4	4	-2	2	-12	-1.3	2	-11
O=C(CN1C(=O)C2CC=C(Cl)CC2C1=O)N1CCOCC1 (centres undefined)	-8	7	-3	17	4	-1	-16	0.5	-1	-11
Cc1cccc(NC(=O)C(C)N2C(=O)C3C4CC(C(Br)C4Br)C3C2=O)c1 (centres undefined)	-1	0	.	-11	.	-1	7	-0.2	3	-1
Cc1ccc(S(=O)(=O)N2CCCCC2)cc1NC(=O)COC(=O)C1=COCCO1	-9	3	-10	12	-12	1	-2	-0.6	-4	-12
O=C1NC(=Nc2ccc(O)cc2)S/C1=C/c1ccco1	1	1	-12	2	0	-2	-2	0.1	0	9
O=C(Cc1cccc2ccccc12)Nc1cc(C(=O)O)cc(C(=O)O)c1	-4	-1	.	-3	-1	-1	-11	-0.1	3	-11
Cc1cc(C)cc(NC(=O)N2c3ccccc3NC(=O)CC2C)c1 (centres undefined)	-2	-3	-1	-15	-1	-1	-11	0.7	0	.
CCCCOc1ccc(C(=O)N2CCCC2)cc1	-6	-2	46	-39	-1	-3	11	2.5	-3	5
O=C(CSc1ncnc2sc3c(c12)CCCC3)c1ccccc1	-17	1	38	9	-2	-3	-12	0.4	2	36
CC(C)(C)C(=O)Oc1cc(N)n(S(=O)(=O)c2ccccc2)n1	2	0	-7	2	.	1	-14	-0.4	4	-1
O=S(=O)(Nc1ccc(-c2nnc(SCc3ccc(Cl)cc3)o2)cc1)c1ccccc1	2	4	1	-19	3	-2	11	-1.2	4	-11
CCN1C(=O)/C(=C2\SC(=S)N(NC(=O)c3ccccc3O)C2=O)c2ccccc21	-3	1	-14	16	-2	-1	0	2.1	7	.
CC(C)(C)OC(=O)N[C@H](C(=O)OC(C)(C)C)c1ccc2ccccc2c1	-3	0	3	-15	-1	.	1	0.0	2	18
CCN(CC(=O)NCc1cccs1)C(=O)CCC(=O)c1ccc(F)cc1	-1	4	-1	-10	-3	-1	-7	1.9	-2	-7
Clc1ccc2nc(-c3ccc(Br)s3)cn2c1	-7	7	-10	4	24	-1	-1	-2.1	6	33
Fc1ccc(CCNC(=S)Nc2ccc(F)c(Cl)c2)cc1	-4	3	14	14	5	-5	-5	-1.2	2	14
O=C(Nc1cccnc1)c1ccccc1O	-5	1	.	9	.	0	-8	-0.5	-3	.
CC1CCCC(NS(=O)(=O)c2cc(Br)cnc2N)C1C (centres undefined)	-7	0	16	-3	0	3	-2	.	1	-10
CN(C)S(=O)(=O)c1ccc(C(=O)NCCOc2ccc(F)cc2)cc1	-1	-3	65	-6	21	-2	-16	1.9	0	-18
CC(=O)C1=C(O)C(=O)N(CCCO)C1c1ccccc1 (centres undefined)	-1	-4	10	1	1	-6	-2	-0.2	3	9
O=C(CSc1nc2ccccc2c(=O)[nH]1)N1CCN(S(=O)(=O)c2ccccc2)CC1	1	-1	11	-15	-2	-1	-11	-0.7	2	-5
CN(CC(=O)N1CCN(c2ccccn2)CC1)S(=O)(=O)c1ccc(Br)cc1	-1	-2	-2	-15	9	0	-14	2.0	5	13
O=C(N=Nc1c(O)[nH]c2ccccc12)c1cc(NS(=O)(=O)c2cccs2)cc(NS(=O)(=O)c2cccs2)c1	-10	-3	-14	-15	-1	-5	-8	0.1	-2	-13
O=C(NCc1ccccc1)C1(c2ccccc2)CCN(S(=O)(=O)c2ccccc2)CC1	1	0	-2	-8	-4	-5	11	1.4	3	-1
COCc1cc(C)nc(SCC[N+](C)(C)CC(=O)c2ccccc2)c1C#N	3	2	0	0	0	10	6	1.4	0	-1

Entries of single compounds, looked up by structure:
`O=S(=O)(Nc1ccc(-c2nnc(SCc3ccc(Cl)cc3)o2)cc1)c1ccccc1` is entered as dFosB activator: 2; V-ATPase pH: 4; MITF TRPM1 HTS: 1; HTR5A inv ag: -19; Wnt bcat act: 3; NSD2 inh: -2; PvdQ acylase: 11; CDK5 p35 inh: -1.2; HTR5A ag: 4; SR-BI HDL uptake: -11
`CC1CCCC(NS(=O)(=O)c2cc(Br)cnc2N)C1C` (centres undefined) is entered as dFosB activator: -7; V-ATPase pH: 0; MITF TRPM1 HTS: 16; HTR5A inv ag: -3; Wnt bcat act: 0; NSD2 inh: 3; PvdQ acylase: -2; CDK5 p35 inh: .; HTR5A ag: 1; SR-BI HDL uptake: -10

Following part.
SMILES	dFosB activator	V-ATPase pH	MITF TRPM1 HTS	HTR5A inv ag	Wnt bcat act	NSD2 inh	PvdQ acylase	CDK5 p35 inh	HTR5A ag	SR-BI HDL uptake
Cc1ccc(N(CCC#N)C(=O)COC(=O)C2CCN(S(=O)(=O)c3ccc(C)c(C)c3)CC2)cc1	3	6	-1	12	-4	0	-9	-0.4	-5	36
CC(=O)c1ccc(OCc2cc(C(=O)N(C)Cc3ccccn3)no2)cc1	-9	1	99*	-2	19	-1	-14	2.2	0	9
Cc1ccc(S(=O)(=O)NCCC(=O)NCc2ccccc2)cc1	6	-3	-4	3	0	25	-6	-2.1	3	-18
COc1ccc(C(=O)Cn2nnc(-c3ccccc3NC(=O)C3CC3)n2)cc1	-8	4	-8	-16	.	-3	3	-0.8	4	-11
CC1CCCCN1CCCNC(=O)C1CCN(c2nnc(-n3cccc3)s2)CC1 (centres undefined)	0	6	10	-22	-3	5	-13	1.5	0	6
CC(C)(C)SC(=O)CC1NS(=O)(=O)OCC1NC(=O)OCC(Cl)(Cl)Cl (centres undefined)	-7	0	0	-46	-1	.	-16	1.6	3	-28
COc1ccc(N2CCN(C(=O)COC(=O)[C@@H](NC(=O)c3c(F)cccc3F)C(C)C)CC2)cc1	-8	-1	-8	7	-1	0	-14	-0.1	-2	30
O=C1CN(C(=O)c2ccccc2[N+](=O)[O-])C(c2ccccc2)c2cc(Br)ccc2N1 (centres undefined)	-9	-1	-8	6	0	-1	-14	0.6	-2	11
Nc1c(NCc2ccccc2)c(=O)[nH]c(=O)n1Cc1ccccc1	-3	-2	.	-3	.	.	-24	-2.3	-1	-21
C/C(=N/NC(=O)C1CCCCC1)c1ccc([N+](=O)[O-])cc1	-4	-1	12	5	-1	4	-4	-0.4	-1	4
Cc1ccccc1Cn1nc(C)c(NC(=O)c2noc3c2CCc2ccccc2-3)c1C	-3	-1	4	-18	-2	.	-15	0.1	6	44

Screening results deposited in PubChem BioAssay by several laboratories.
